Source: PubChem BioAssay (several laboratories)
BioA inh: M. tuberculosis BioA enzyme inhibitors, primary screen, biochemical, plate reader, single point, HTS | actives 0.096% (n = 360,000) | inhibition, % at 9.99 µM | purified M. tuberculosis BioA enzyme | AID 602481, 2012; in the data active = inhibition above about 40%; inconclusive = no clear call, values can overlap the other calls
BoNT A protease: BoNT/A light chain protease inhibitors, primary screen, biochemical, flow cytometry, MLPCN library; inhibition, % at 10 µM; AID 588499, 2011; multiplex microsphere protease substrate cleavage; actives 0.17% (n = 360,000); Botulinum neurotoxin type A light chain protease (Clostridium botulinum A str. ATCC 3502); in the data active = inhibition above about 30%; inconclusive = no clear call, values can overlap the other calls; note: plate controls were buffer without enzyme for full effect and enzyme alone for no effect
PrPC surface inh: inhibitors of human cell surface prion protein PrPC, primary screen, cell-based, TR-FRET; actives 0.43% (n = 370,000); inhibition, % at 13.8 µM; Major prion protein (Homo sapiens), P04156; AID 720596, 2013; TR-FRET read-out; in the data active = inhibition above about 24%; note: 0% = median of the test wells and 100% = reference compound wells
CCHF vOTU inh: CCHFV vOTU protease inhibitors, primary screen, biochemical, Pep-AMC substrate, fluorescence. inhibition, % at 11.5 µM. AID 651958, 2012. actives 0.55% (n = 370,000); note: 0% = vehicle wells with enzyme and 100% = no enzyme wells
Mtb UGM inh: M. tuberculosis UGM enzyme inhibitors, primary screen, biochemical, fluorescence polarization, single point; inhibition, % at 10 µM; AID 504406, 2011; UDP-galactopyranose mutase (Mycobacterium tuberculosis (strain ATCC 25618 / H37Rv)), …; purified UGM, fluorescence polarization probe displacement; actives 0.06% (n = 320,000); in the data active = inhibition above about 10%, passing the limit was not always enough; inconclusive = no clear call, values can overlap the other calls
Target sequence (P9WIQ1 whole entry, looked up): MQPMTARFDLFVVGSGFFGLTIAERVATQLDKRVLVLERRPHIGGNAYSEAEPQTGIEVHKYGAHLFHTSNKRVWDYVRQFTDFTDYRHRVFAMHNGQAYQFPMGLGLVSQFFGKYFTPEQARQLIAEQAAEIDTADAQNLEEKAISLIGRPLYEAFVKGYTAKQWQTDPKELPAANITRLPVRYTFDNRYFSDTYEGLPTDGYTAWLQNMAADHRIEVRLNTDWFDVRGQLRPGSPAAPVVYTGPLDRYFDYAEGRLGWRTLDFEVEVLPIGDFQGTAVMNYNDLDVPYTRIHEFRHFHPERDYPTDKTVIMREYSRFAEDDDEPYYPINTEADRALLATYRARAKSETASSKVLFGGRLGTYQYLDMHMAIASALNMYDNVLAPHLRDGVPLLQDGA
Mtb FBA inh: Mtb FBA enzyme inhibitors, primary screen, biochemical, fluorescence, strain H37Rv; Fructose-bisphosphate aldolase (Mycobacterium tuberculosis (strain ATCC 25618 / H37Rv)), …; purified M. tuberculosis FBA, fluorescence read-out; inhibition, % at 1 µM; actives 2.3% (n = 360,000); in the data active = inhibition above about 27%;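 note: 0% = vehicle and 100% = reference inhibitor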
Target sequence (P9WQA3 whole entry, looked up): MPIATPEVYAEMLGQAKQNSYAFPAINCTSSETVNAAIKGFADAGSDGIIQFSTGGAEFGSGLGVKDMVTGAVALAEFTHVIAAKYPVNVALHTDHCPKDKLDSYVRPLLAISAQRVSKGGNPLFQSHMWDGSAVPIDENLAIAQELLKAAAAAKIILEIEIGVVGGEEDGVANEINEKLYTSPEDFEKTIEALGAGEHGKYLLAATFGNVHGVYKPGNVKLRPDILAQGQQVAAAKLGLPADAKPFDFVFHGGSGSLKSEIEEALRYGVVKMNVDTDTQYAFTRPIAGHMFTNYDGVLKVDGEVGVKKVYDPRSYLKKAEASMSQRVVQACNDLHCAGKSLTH
GDH-TPI counter: GDH-TPI coupling enzyme inhibitors, primary screen, artefact control for M. tuberculosis FBA inhibitor project, biochemical, absorbance, full deck. GDH-TPI coupled enzyme counterscreen, NADH absorbance. inhibition, % at 4.8 µM. actives 1.2% (n = 360,000);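 note: 0% = DMSO wells and 100% = wells lacking the enzyme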
FadD28 binding: inhibitors of FadD28 bisubstrate probe binding, primary screen, biochemical, fluorescence polarization, single point | Mycobacterium tuberculosis FadD28 fatty-acid-AMP ligase | inhibition, % at 12.5 µM | actives 0.22% (n = 360,000); in the data active = inhibition above about 8.5%, passing the limit was not always enough; inconclusive = no clear call, values can overlap the other calls
BoNT F protease: BoNT/F light chain protease inhibitors, primary screen, biochemical, flow cytometry, MLPCN library. Botulinum neurotoxin type F light chain protease (Clostridium botulinum). Multiplex microsphere protease cleavage assay. inhibition, % at 10 µM. actives 0.22% (n = 360,000). AID 588497, 2011; in the data active = inhibition above about 35%, passing the limit was not always enough; inconclusive = no clear call, values can overlap the other calls; note: plate controls were buffer without enzyme for full effect and enzyme alone for no effect
Active calls of the source: *; ? = inconclusive; nt = not tested or not shown. Cut-off read from the data, not from the text of the source, unless noted: active = inhibition above about 30%; inactive = the rest.

cpd	molecule	BioA inh	BoNT A protease	PrPC surface inh	CCHF vOTU inh	Mtb UGM inh	Mtb FBA inh	GDH-TPI counter	FadD28 binding	BoNT F protease
1	Cc1oc2c(c1C(=O)NCc1ccccc1)CCCC2	nt	-1.4	-4	-20	0.2	4	6	-0.6	-23
2	COc1cc(/C=N/NC(=O)C2C3CCCCC32C)cc(Br)c1O (configuration not stated)	2.1	0.4	2	-6	2.6	14	51*	-0.6	-2
3	O=C(O)c1cccc(N(CCO)CCO)c1	nt	-1.2	-3	-56	0.1	39*	1	0.4	-17
4	Cc1cc(C(=O)CSc2nnc(N)s2)c(C)n1Cc1cccs1	nt	2.9	19	14	-1.0	1	12	-4.3	27
5	CCc1cc2c(C)ccc(C)c2nc1SCC(=O)Nc1c[nH]c(=O)[nH]c1=O	nt	0.0	4	1	2.3	6	-1	2.5	-2
6	CC(C)Cn1c(N)c(C(=O)CSc2nccn2C)c(=O)n(C)c1=O	-1.4	-0.1	-1	-1	0.8	7	5	-2.3	-11
7	O=S(=O)(c1ccccc1)N1N=C(c2cccs2)CC1c1cccc(O)c1 (configuration not stated)	0.7	-1.9	-5	25	-2.3	-2	2	2.5	-4
8	COc1ccc(CNCC(O)(c2ccccc2)c2ccc(F)cc2)cc1 (configuration not stated)	3.5	-0.1	-4	0	0.0	2	4	2.0	0
9	CCSc1nnc2c(n1)OC1(CCCC1)Nc1ccccc1-2	4.5	-0.3	13	1	3.3	-4	2	-5.7	-6
10	CC(C)CCn1nnnc1C(c1ccccc1)N1CCC(C(N)=O)CC1 (configuration not stated)	3.2	0.4	-8	1	0.6	-2	-4	-3.1	-21

cpd	molecule	BioA inh	BoNT A protease	PrPC surface inh	CCHF vOTU inh	Mtb UGM inh	Mtb FBA inh	GDH-TPI counter	FadD28 binding	BoNT F protease
11	COc1ccc(OC)c(NC(=O)C(=O)N/N=C/c2ccccc2[N+](=O)[O-])c1	-2.2	-0.3	-3	-10	-1.0	1	22	-2.6	-10
12	COc1ccccc1N1C(=O)CC(Sc2ccccc2N)C1=O (configuration not stated)	nt	-5.4	0	6	-3.1	-1	18	-1.6	0
13	C/C(=N\Nc1nc(Cl)c(Cl)cc1Cl)c1ccc(S(=O)(=O)NCc2ccco2)cc1	nt	-0.4	-4	0	-0.3	2	14	0.8	-4
14	CCCNc1c(NS(=O)(=O)c2ccc(C)cc2C)c(=O)oc2ccccc12	-2.9	-0.5	-8	-5	0.8	2	14	-2.1	1
15	Cc1oc(-c2cccc(Cl)c2)nc1CN1CCC(C(=O)NCc2cccnc2)CC1	nt	0.9	1	1	-1.4	1	-1	-1.9	-2
16	Cc1cc(C)n(-c2ccc(C(=O)Nc3ccc(S(=O)(=O)N(C)C)cc3)cc2)n1	nt	-0.8	6	7	1.0	-4	-2	-3.2	-10
17	O=C(/C=C/c1ccc(Cl)cc1)NCc1ccncc1	0.7	-0.7	-4	-23	2.0	-2	7	-2.6	-11
18	CC(C)Oc1ccc(CN2CCC2(C)C(=O)Nc2cccc(Oc3ccccc3)c2)cc1 (configuration not stated)	-1.1	-0.7	0	13	nt	-2	-8	-3.8	-6
19	COC(=O)COc1ccc(S(=O)(=O)N2CCN(c3ccccc3)CC2)cc1	-0.8	-0.1	6	5	0.0	-3	1	-0.6	-3
20	CC(C)C(CCNC(=O)CC(Cc1ccccc1)c1ccco1)c1ccco1 (configuration not stated)	0.5	-1.3	-7	5	2.5	1	5	-4.0	-3

cpd	molecule	BioA inh	BoNT A protease	PrPC surface inh	CCHF vOTU inh	Mtb UGM inh	Mtb FBA inh	GDH-TPI counter	FadD28 binding	BoNT F protease
21	COc1ccc(/C(C)=N/NC(=S)NCCc2ccccc2)c(O)c1	-0.8	0.6	-7	14	3.4	-2	4	0.0	-7
22	Cc1ccc(CSC2=NCCN2C(=O)C(C)Oc2ccccc2)cc1 (configuration not stated)	nt	0.3	0	0	-0.8	2	6	1.6	-6
23	O=C(NCC(c1ccco1)N1CCCCC1)c1cccc(NS(=O)(=O)c2ccc(Br)cc2)c1 (configuration not stated)	nt	2.3	0	14	0.3	-2	-4	-5.6	16
24	O=C(O)CSc1nc2ccccc2s1	nt	0.1	0	18	-1.1	-2	5	-0.9	-2
25	COC(=O)c1c(NC(=O)C2CCC2)sc(C(=O)N(C)C)c1C	nt	?	-7	-4	-0.5	1	22	0.4	-6
26	O=C(C1CC1)N1CCN=C1SCc1cccc(C(F)(F)F)c1	-1.8	-0.1	-3	3	0.7	2	5	-3.6	-4
27	O=C(COC(=O)c1ccc(F)cc1F)Nc1ccc2c(c1)OCO2	-0.2	-0.2	5	2	nt	2	6	-2.5	-2
28	Cc1cc(-n2nc(C)cc2C)n2nc(C)c(-c3ccccc3)c2n1	0.3	-0.5	-1	-11	0.4	2	13	-1.3	-5
29	CCN(CC)S(=O)(=O)c1ccc(Cl)c(C(=O)Nc2ccc(Cl)cc2[N+](=O)[O-])c1	-1.0	-1.0	11	3	2.5	4	1	-3.8	0
30	O=C(OC(C(=O)NC1CCCC1)c1ccc(F)cc1)c1ccno1 (configuration not stated)	0.1	0.3	5	-21	-0.6	1	-2	0.9	-2

Entries above that have two or more sulfur atoms:
cpd	molecule	BioA inh	BoNT A protease	PrPC surface inh	CCHF vOTU inh	Mtb UGM inh	Mtb FBA inh	GDH-TPI counter	FadD28 binding	BoNT F protease
4	Cc1cc(C(=O)CSc2nnc(N)s2)c(C)n1Cc1cccs1	nt	2.9	19	14	-1.0	1	12	-4.3	27
7	O=S(=O)(c1ccccc1)N1N=C(c2cccs2)CC1c1cccc(O)c1 (configuration not stated)	0.7	-1.9	-5	25	-2.3	-2	2	2.5	-4
24	O=C(O)CSc1nc2ccccc2s1	nt	0.1	0	18	-1.1	-2	5	-0.9	-2

New compounds follow:
cpd	molecule	BioA inh	BoNT A protease	PrPC surface inh	CCHF vOTU inh	Mtb UGM inh	Mtb FBA inh	GDH-TPI counter	FadD28 binding	BoNT F protease
31	C[N+](C)(C)CCN1CCc2ccccc21	nt	-0.1	6	9	nt	nt	nt	nt	3
32	COc1ccc(C(CN(C)C)C2(O)CCCCC2)cc1 (configuration not stated)	-0.4	-0.2	2	-1	2.9	-3	-1	-2.2	-6
33	O=C(NCCC(=O)N1CCN(c2ncccn2)CC1)c1ccccc1	2.0	0.8	1	-6	-1.9	3	-2	-4.9	6
34	O=C(Nc1ccc(-n2cnnn2)cc1)c1cc(S(=O)(=O)N2CCCC2)ccc1Cl	nt	-3.3	14	1	nt	0	2	1.5	-12
35	COn1c(-c2ccccc2)nc2c1CCc1c-2no[n+]1[O-]	-2.0	0.5	4	1	2.6	-1	7	-1.3	-8
36	COc1ccc(CC(=O)NC(C)c2nnc(SCC(=O)Nc3cc(C)ccc3OC)n2C)cc1 (configuration not stated)	nt	-0.6	3	-20	2.8	-1	-2	-4.1	-3
37	O=C(Nc1ccc2c(c1)Cc1ccccc1-2)c1ccco1	-1.6	-0.5	-15	-4	-3.9	2	15	-1.7	-8
38	Cc1ccc(S(=O)(=O)N2C[C@H]3C(=O)C[C@@H](c4ccc(Cl)cc4)N(S(=O)(=O)c4ccccc4C)[C@H]3C[C@H]2c2cccc(Cl)c2)cc1	-1.4	0.1	-1	16	nt	2	15	-2.4	2
39	CCOC(=O)C1=C(N)OC2=C(C(=O)CC(C)(C)C2)C1c1cccs1 (configuration not stated)	-3.9	0.6	-3	0	-2.7	0	12	-1.8	-8
40	CCOc1ccccc1NC(=O)C1CC2CCCC(C1)C2=O (configuration not stated)	-1.9	-2.9	3	-6	1.2	-1	-4	0.8	-6

Three structures already listed, arranged by heavy-atom count, falling.
cpd	molecule	BioA inh	BoNT A protease	PrPC surface inh	CCHF vOTU inh	Mtb UGM inh	Mtb FBA inh	GDH-TPI counter	FadD28 binding	BoNT F protease
36	COc1ccc(CC(=O)NC(C)c2nnc(SCC(=O)Nc3cc(C)ccc3OC)n2C)cc1 (configuration not stated)	nt	-0.6	3	-20	2.8	-1	-2	-4.1	-3
34	O=C(Nc1ccc(-n2cnnn2)cc1)c1cc(S(=O)(=O)N2CCCC2)ccc1Cl	nt	-3.3	14	1	nt	0	2	1.5	-12
32	COc1ccc(C(CN(C)C)C2(O)CCCCC2)cc1 (configuration not stated)	-0.4	-0.2	2	-1	2.9	-3	-1	-2.2	-6

More entries follow:
cpd	molecule	BioA inh	BoNT A protease	PrPC surface inh	CCHF vOTU inh	Mtb UGM inh	Mtb FBA inh	GDH-TPI counter	FadD28 binding	BoNT F protease
41	CSc1nnc(-c2ccccc2SC)o1	nt	-1.1	10	-6	-1.4	5	11	-1.0	-5
42	O=C(Nc1ccccc1Br)C1CCN(C(=O)Cc2ccccc2)CC1	1.8	-1.5	9	11	-0.7	-2	-14	-2.4	-10
43	O=C(Cn1nc(-c2ccc3c(c2)OCCO3)ccc1=O)Nc1ccc(-n2cnnn2)cc1	nt	-0.2	6	-1	-1.0	-1	-6	-3.7	-4
44	CC1CCN(S(=O)(=O)c2ccc3c(c2)N(CC(=O)NCCCOC(C)C)C(=O)CS3)CC1	-1.0	-1.5	6	-4	-2.3	-1	-9	-3.2	3
45	CC(C(=O)NC1CCCC1)N(c1ccc(Oc2ccccc2)cc1)S(C)(=O)=O (configuration not stated)	nt	-1.3	1	3	5.2	0	-6	1.0	0
46	CCn1cc([N+](=O)[O-])c(C(=O)Nc2ccn(Cc3ccccc3)n2)n1	-2.7	-0.2	-11	-11	-1.2	6	15	-0.5	3
47	O=C(O)c1cccc(Br)c1	-1.1	0.7	-3	0	nt	-3	6	-2.7	8
48	CCN(CC)S(=O)(=O)c1cc(C(=O)N=c2sccn2C)ccc1OC	0.5	3.0	-7	9	-0.8	0	17	-1.5	0
49	COc1ccccc1N1CCN(S(=O)(=O)c2cc(C(F)(F)F)cc(C(F)(F)F)c2)CC1	-0.3	?	5	-5	0.4	-1	-4	-2.4	?
50	Cc1ccc(S(=O)(=O)N(C)CC(=O)OCC(=O)NC(=O)Nc2ccc3c(c2)OCCO3)cc1	nt	-0.6	-2	7	-1.2	-2	6	?	2

cpd	molecule	BioA inh	BoNT A protease	PrPC surface inh	CCHF vOTU inh	Mtb UGM inh	Mtb FBA inh	GDH-TPI counter	FadD28 binding	BoNT F protease
51	O=C(c1ccc2c(c1)OCO2)N(CC1CCCO1)C1(C(=O)NC2CCCCC2)CCCCC1 (configuration not stated)	0.2	-0.6	3	-2	-0.7	-1	5	-0.5	6
52	O=C(NCCCO)C(=O)Nc1cc2c3c(c1)CCC(=O)N3CCC2	0.2	1.6	3	-14	1.1	-1	9	1.2	6
53	O=S(=O)(Nc1ccc2c(c1)OCCO2)c1ccc(F)cc1	0.0	0.4	0	2	-3.7	0	9	-0.8	2
54	CCC(Cc1ccccc1)NC(=O)C1CCC(CNc2c(N3CCCC3)c(=O)c2=O)CC1 (configuration not stated)	2.8	-0.6	-7	-4	0.3	2	9	-0.3	-8
55	CC(=O)Nc1cccc(NC(=O)CSc2nc(C3CC3)nc3ccccc23)c1	-0.4	0.8	18	6	1.0	-3	6	-3.8	-1
56	Cc1ccc(OCC(O)CN2CCN(CC(O)COC(C)C)CC2)c(C(C)(C)C)c1 (configuration not stated)	0.6	-1.3	1	3	-2.5	0	-1	-0.9	-9
